High-throughput results deposited in PubChem BioAssay by several laboratories.
OXTR ag = human OXTR agonism | CHO-OTR cells, Fluo-8 calcium fluorescence; normalized: DMSO 0%, oxytocin 100% | activation, % at 3 µM | hit rate 0.32% among 320,000 | AID 2435;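 active means activation above the mean of all tested compounds plus 3 SD, cutoff set per screening run, cut at about 20% in these data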;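 further: peak over basal fluorescence ratio from a 100 s FLIPR kinetic read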
MEKK2 WT-MEK5 = raises or lowers MEK5 binding to wildtype human MEKK2 PB1 domain; Q9Y2U5; bead flow cytometry, Alexa488-MEK5 binding to MEKK2 WT; actives lie on both sides; binding response (% of control), % at 10 µM; hit rate 1.1% among 290,000; in the data active means binding response below about 67% or above about 130%
PHOSPHO1 inh = blocks human PHOSPHO1 phosphatase activity. Q8TCT1. recombinant PHOSPHO1, absorbance phosphatase assay. inhibition, % at 13.3 µM. hit rate 1.1% among 290,000. AID 1565; in the data active means inhibition above about 60%
Target sequence (Q8TCT1 whole entry, looked up): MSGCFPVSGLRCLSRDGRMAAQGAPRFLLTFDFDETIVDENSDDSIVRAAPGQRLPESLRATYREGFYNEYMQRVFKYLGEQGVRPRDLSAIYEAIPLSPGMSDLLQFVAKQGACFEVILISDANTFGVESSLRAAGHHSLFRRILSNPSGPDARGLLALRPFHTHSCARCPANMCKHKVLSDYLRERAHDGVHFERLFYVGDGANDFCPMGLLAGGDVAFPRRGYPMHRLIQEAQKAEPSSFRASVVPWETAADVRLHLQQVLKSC
MEKK3 PB1 HTS = modulators (inhibitors or enhancers) of MEK5 binding to human MEKK3 PB1 domain. bead-based flow cytometry, Alexa488-MEK5 binding to MEKK3; actives lie on both sides; 0 = blocked by unlabeled MEK5, 100 = vehicle. Q99759. binding response (% of control), % at 10 µM. hit rate 1.4% among 290,000;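 active means binding response more than 3 SD above or below the average of its plate-row segment, actives on both sides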;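 further: Alexa488 bead fluorescence after subtracting the streptavidin-only scavenger bead signal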
Target sequence (Q99759 whole entry, looked up, the tested form may be a part): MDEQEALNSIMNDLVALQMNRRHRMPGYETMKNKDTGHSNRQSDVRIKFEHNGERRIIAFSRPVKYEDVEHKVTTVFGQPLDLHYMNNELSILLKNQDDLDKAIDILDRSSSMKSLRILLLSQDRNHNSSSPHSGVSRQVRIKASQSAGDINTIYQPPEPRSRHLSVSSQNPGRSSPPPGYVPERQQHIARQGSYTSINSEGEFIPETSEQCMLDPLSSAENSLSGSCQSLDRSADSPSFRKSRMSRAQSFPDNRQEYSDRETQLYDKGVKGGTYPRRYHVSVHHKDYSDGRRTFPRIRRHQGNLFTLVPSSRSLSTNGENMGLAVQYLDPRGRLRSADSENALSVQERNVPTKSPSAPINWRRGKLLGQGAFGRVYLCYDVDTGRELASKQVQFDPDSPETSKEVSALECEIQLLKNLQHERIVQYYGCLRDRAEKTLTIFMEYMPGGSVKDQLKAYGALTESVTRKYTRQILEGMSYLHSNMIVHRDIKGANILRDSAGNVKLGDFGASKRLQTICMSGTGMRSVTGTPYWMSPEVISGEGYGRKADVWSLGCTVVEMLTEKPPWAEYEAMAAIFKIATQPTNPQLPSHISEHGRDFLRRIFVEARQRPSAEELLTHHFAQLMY
GPR7 antag = antagonists of human GPR7 (neuropeptides B/W receptor 1); GPR7-expressing cells, fluorescence antagonist assay; inhibition, % at 4.4 µM; hit rate 1.1% among 290,000; in the data active means inhibition above about 16%, passing the limit was not always enough;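 further: cells stimulated with the agonist NPW; 0% = agonist with vehicle and 100% = vehicle without agonist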
MEKK2 mut-MEK5 = signal of MEK5 binding to mutant human MEKK2 PB1 domain. bead flow cytometry, Alexa488-MEK5 binding to MEKK2 mutant. percent response, % at 10 µM. hit rate 0.35% among 290,000. AID 1530; in the data active means percent response above about 24%, passing the limit was not always enough; further: inactives centre near 1; some results filed as inactive read as strong as hits; reference of the scale not given here
M18AAP inhibitor = blocks P. falciparum M18 aspartyl aminopeptidase | recombinant PfM18AAP, H-Glu-NHMec fluorogenic cleavage | inhibition, % at 7.35 µM | hit rate 1.2% among 290,000 | AID 1822;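 active means inhibition above the campaign mean inhibition over all tested compounds plus 3 SD, cut at about 28% in these data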;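 further: 0% = plate median of test compound wells and 100% = 2 mM ZnCl2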
NALP1 inh = blocks the NALP1 inflammasome reconstituted in yeast; AID 2071; inhibition, % at 10 µM; S. cerevisiae NALP1/ASC/caspase-1 growth, X-gal OD620, 72 h; hit rate 0.61% among 280,000; in the data active means inhibition mostly above about 24%, no sharp cut-off; inactive means mostly below about 32%; further: some compounds called inactive have numbers as strong as hits
DNA FID counter = counter-screen for HCV NS3 helicase inhibitors: DNA intercalator displacement; DNA fluorescent intercalator displacement, fluorescence; inhibition, % at 7.9 µM; hit rate 0.17% among 290,000; in the data active means inhibition above about 37%;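 further: 0% = vehicle and 100% = reference compound; higher means more ethidium bromide displaced from hairpin DNA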
Starred values were filed as active, the others as inactive; nt = not tested or not shown.

molecule,OXTR ag,MEKK2 WT-MEK5,PHOSPHO1 inh,MEKK3 PB1 HTS,GPR7 antag,MEKK2 mut-MEK5,M18AAP inhibitor,NALP1 inh,DNA FID counter
COC(=O)c1ccc(CN2C(=O)NC3(CCCCC3C)C2=O)o1 (stereo not given),0.3,111,70*,114,2,15,2,-2,-6
Cc1ccc(S(=O)(=O)N(C)c2ccccc2C(=O)NC2CCCC2)cc1,-0.8,108,-3,109,-4,3,-1,36,-27
COCCn1nnnc1SCC(=O)c1ccccc1,0.1,102,-25,100,5,3,4,10,-3
CCN(CC)C(=O)c1cc(-c2ccc3c(c2)OCO3)on1,-0.2,101,37,100,-12,2,0,13,-18
O=S(=O)(Nc1ccc(O)cc1)c1cccc2cccnc12,2.1,106,-9,103,-5,3,-27,-13,0
C/C(=N/NS(=O)(=O)c1ccc(C)cc1)[C@H]1C[C@@H]1c1ccccc1,-0.1,93,-11,87,0,-21,-4,8,-8
Cc1nn(Cc2ccccc2)c(Cl)c1/C=C/C(=O)OCC(=O)N1CCCC1=O,1.6,103,33,107,-8,-4,0,12,-6
Fc1ccc(Nc2ncnc3sccc23)cc1,2.1,98,23,101,1,4,2,19,-3
CCOC(=O)c1c(S(=O)(=O)NC2CCN(C(=O)OCC)CC2)c(C)n(C)c1C,-1.1,97,44,97,-15,-7,-6,17,-24
CCOC(=O)C1NN=C(C(=O)c2ccc(C)cc2)C1c1ccc(C)cc1 (stereo not given),-2.1,89,24,90,-7,-4,1,18,-26
Cc1nc2cc(NC(=O)N3c4ccccc4CC3C)ccc2o1 (stereo not given),-1.8,100,4,101,-8,1,10,1,1
Cc1cc(NC(=O)CSc2nnc(Cc3cccn3C)n2CCc2ccccc2)no1,-0.9,107,-1,105,11,5,-12,25,-39
COc1ccc(S(=O)(=O)NCCc2c[nH]c3ccccc23)cc1OC,4.8,100,31,99,-7,5,12,2,-16
C=C(C)C1CCC2(C(=O)O)CCC3(C)C(CCC4C5(C)C(C=O)C(O)C(C)(C)C5CCC43C)C12 (stereo not given),-0.3,100,22,104,nt,2,nt,6,nt
COCCn1c(COc2ccccc2)nnc1SCC(N)=O,nt,nt,15,nt,-6,nt,14,-11,0
COCCOC(=O)c1c(C)oc2ccc(NS(=O)(=O)c3cccs3)cc12,-0.8,98,27,105,-8,-1,-2,5,-29
COc1ccccc1Cn1c(C(C)C)nc2ccccc21,-2.0,103,16,103,-12,5,-2,-4,-19
CC(C)[C@H](NC(=O)[C@@H]1CSC2c3ccccc3C(=O)N21)C(=O)NCC1CCCO1 (stereo not given in full),0.1,105,49,107,-12,3,-3,8,-28
CCC(CC)N1CCN(CC2CC=CCC2)CC1 (stereo not given),0.0,101,-2,106,-4,-1,9,-4,2
Cc1nnc(SC(C(=O)Nc2cc(Cl)cc(Cl)c2)c2ccccc2)[nH]c1=O (stereo not given),-1.1,98,-127,104,-5,4,3,-24,-17

Of the compounds above, two contain a Cl atom.
molecule,OXTR ag,MEKK2 WT-MEK5,PHOSPHO1 inh,MEKK3 PB1 HTS,GPR7 antag,MEKK2 mut-MEK5,M18AAP inhibitor,NALP1 inh,DNA FID counter
Cc1nn(Cc2ccccc2)c(Cl)c1/C=C/C(=O)OCC(=O)N1CCCC1=O,1.6,103,33,107,-8,-4,0,12,-6
Cc1nnc(SC(C(=O)Nc2cc(Cl)cc(Cl)c2)c2ccccc2)[nH]c1=O (stereo not given),-1.1,98,-127,104,-5,4,3,-24,-17

New compounds follow
molecule,OXTR ag,MEKK2 WT-MEK5,PHOSPHO1 inh,MEKK3 PB1 HTS,GPR7 antag,MEKK2 mut-MEK5,M18AAP inhibitor,NALP1 inh,DNA FID counter
COC(=O)c1c(NC(=O)COC(=O)[C@@H](NS(=O)(=O)c2cccc(Cl)c2)C(C)C)sc2c1CCC2,-0.9,98,-9,103,-7,0,-8,30,-28
CC(C)CNC(=O)COC(=O)CCC(=O)c1cccs1,0.1,110,3,98,-4,12,0,28,-4
Cc1nn(-c2cc(N(S(C)(=O)=O)S(C)(=O)=O)c(Cl)cc2Cl)c(=O)n1C,-0.9,92,-15,91,-8,-4,3,20,-4
Cc1ccc(/C=C/C2=Cc3c(sc(NC(=O)CSc4n[nH]c(N)n4)c3C#N)C(C)(C)C2)o1,0.2,78,-95,92,-2,-14,22,2,-22
CC(=O)Nc1ccc(C)c(NS(=O)(=O)c2cccc(C(F)(F)F)c2)c1,-1.2,102,42,103,-16,-1,-2,-18,-4
CCC(=O)N(Cc1ccc2c(c1)OCO2)Cc1cc2cc(OC)ccc2[nH]c1=O,0.9,100,-4,103,-10,4,2,-12,-11
COc1ccc(C(C)=O)cc1CSc1nncn1C,0.2,nt,-10,nt,9,nt,-4,-3,-4
CCCn1cc(S(=O)(=O)CC(=O)NC2CCCCC2)c2ccccc21,-1.4,91,5,88,-5,0,-11,11,-17
FC(F)Sc1ccc(NC(=S)NCC2CCCCC2)cc1,14,127,0,106,34*,7,-7,-24,-7
O=C1c2ccccc2C(=O)N1/N=C/c1ccc(O)c(O)c1O,nt,98,30,101,-8,-3,66*,nt,2
CC(C)c1cc(C(C)C)c(S(=O)(=O)NNC(=O)c2ccncc2)c(C(C)C)c1,-0.7,101,-4,98,-9,0,-3,13,-16
COc1ccc(OC)c(S(=O)(=O)N2CCCC(C(=O)NCc3ccco3)C2)c1 (stereo not given),0.4,100,22,101,-7,-2,-1,12,-14
Cc1ccc(N(CN2CCCC2=O)C(=O)c2ccc(C)c(C)c2)cc1,-2.0,93,-6,92,-6,-7,-10,nt,-12
O=C(NC1CCN(S(=O)(=O)c2ccccc2C(F)(F)F)CC1)c1ccco1,1.8,99,10,102,-16,-2,1,6,-14
COc1ccc(CNC(=S)Nc2cccc(OC)c2)cc1,2.0,101,24,105,-3,4,-5,-7,-12
Cc1cccc(N2CCCC2=Nc2ccc(Br)cc2C#N)c1,-1.5,109,16,110,4,10,3,-8,-2
CCCCn1nnc(NC(=S)NC(=O)c2ccc(-c3cccc(Cl)c3Cl)o2)n1,-0.5,96,-2,97,-3,10,1,21,-16
O=C(Nc1cccc(-c2cccc(Cl)c2)c1)C1CCN(Cc2ccc(CO)o2)CC1,4.7,153*,11,105,-1,22,-2,20,19
O=C(OC1CCCCC1=O)c1cc(S(=O)(=O)N2CCOCC2)ccc1F (stereo not given),-0.7,104,29,101,-15,1,4,4,-14
CCOc1ccc2nc(N3CCC(C(=O)N4CCN(c5ncccn5)CC4)CC3)sc2c1,-1.0,65,45,67,nt,5,nt,1,nt
COc1ccc(C(C(N)=O)c2ncc(C(F)(F)F)cc2Cl)cc1OC (stereo not given),1.2,102,13,104,12,1,2,-6,-6
COc1cc(/C=C2\SC(=Nc3ccc(O)cc3)NC2=O)cc(OC)c1O,7.3,107,20,114,-5,-2,19,3,-3
CN(C=[N+](C)C)c1cccc2c1C(=O)c1ccccc1C2=O,-0.1,102,-6,127,-10,1,-1,74,8
Cc1ccc(S(=O)(=O)Nc2ccc3nc(N)sc3c2)cc1,16,99,11,101,-1,1,-10,-5,-3
CCc1c(C)c2ccc(OCC(=O)N(C)C)c(C)c2oc1=O,0.4,101,-17,101,-10,2,1,19,-14
Cc1ccc(C)c(CN2CCC(CNC(=O)Nc3ccc(C)c(C)c3)CC2)c1,3.0,129,29,108,36*,10,-19,33,36
Cc1ccc(NC(=O)C/C(N)=N/O)cc1Cl,1.3,100,-8,99,-10,1,-4,-9,-4
Cc1sc2nc(CN3CCOCC3)nc(NCCc3ccccc3)c2c1C,-0.2,80,0,67,2,-15,2,4,-20
COC(=O)CCSc1cc(NCCOC(C)=O)c([N+](=O)[O-])c2nonc12,1.6,89,-7,93,-2,-2,6,44,14
O=C(CN1C(=O)CCS(=O)(=O)c2ccccc21)Nc1ccc2c(c1)OCCO2,nt,106,-1,106,5,13,5,-73,-5
COc1ccc(N(C(=O)c2cnccn2)C(C(=O)NC2CCCCC2)c2ccc(O)cc2)cc1 (stereo not given),-1.0,97,35,103,-12,0,-4,3,-23
COC(=O)c1ccccc1NC(=O)C1CCN(C(=O)Cc2ccccc2)CC1,-0.5,98,25,101,-12,2,-6,12,-46
CC(C)(C)C(=O)Nc1ccc(S(=O)(=O)N2CCCC2)cc1,-0.8,105,45,104,-21,5,0,-2,-5
CCN(C(=O)COC(=O)c1ccc(OCc2c(C)noc2C)cc1)c1ccccc1,2.9,98,8,98,9,-2,-6,10,-35
COc1cc(/C=C2/C(=O)N(c3ccc(Br)cc3)N=C2C)cc([N+](=O)[O-])c1O,-0.1,109,42,108,-2,9,6,-26,-12
CSc1nc(Sc2ccc(Cl)cc2)c2ccccc2n1,-0.7,nt,7,nt,-13,nt,5,4,-2
Nn1c(=O)c2ccccc2n2c(SCc3ccccc3)nnc12,-1.0,87,2,92,5,-10,-11,13,-10
CC(NC(=O)C1C(=O)N(CCO)C2(C)CC1c1ccccc1O2)c1ccccc1 (stereo not given),-1.1,104,18,101,-4,2,2,-2,-19
CCN1C=C(Cc2ccccc2C)C2=C(C1)C(c1ccccc1C)C(C#N)=C(N)O2 (stereo not given),-2.2,107,42,111,2,9,-5,21,-21
O=C(CSc1ccc2nnc(-c3ccc(Cl)cc3)n2n1)N1CCCc2ccccc21,-0.2,97,-14,112,-3,-1,0,22,0
CC(C)CCNC(=O)NC(=O)CSc1nnc(-c2ccccc2F)n1N,-1.5,95,-3,91,-3,-4,4,11,-18
CCSc1nnc2c(Cl)cc(Cl)cn12,-1.0,107,27,104,-14,9,-11,8,-4
C[C@H](NC(=O)C1CC(=O)N(c2ccc3c(c2)OCO3)C1)C(=O)NC1CCCC1 (stereo not given in full),-0.1,95,20,98,-13,0,-8,5,-8
CCOC(=O)C1=NN(c2ccc(Cl)cc2)C(c2ccccc2)CC1=O (stereo not given),-1.7,94,-17,92,12,-4,-8,3,-24
